CYP2C19 activ – activators of human cytochrome P450 2C19; P33261; recombinant CYP2C19, luciferin-H EGE luminescence; hits give high values; 0 = fully inhibited enzyme, 1 = untreated enzyme; activation factor at 5 µM; 96,000 tested, under 10 active; AID 1025;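 active = activation factor of at least 2 at 5 µM in the primary screen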;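 note: 0 = wells with 2.5 mM tranylcypromine and 1 = vehicle-only wells; values of inactives mirror those of a sister screen read the other way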
Target sequence (P33261 whole entry, looked up): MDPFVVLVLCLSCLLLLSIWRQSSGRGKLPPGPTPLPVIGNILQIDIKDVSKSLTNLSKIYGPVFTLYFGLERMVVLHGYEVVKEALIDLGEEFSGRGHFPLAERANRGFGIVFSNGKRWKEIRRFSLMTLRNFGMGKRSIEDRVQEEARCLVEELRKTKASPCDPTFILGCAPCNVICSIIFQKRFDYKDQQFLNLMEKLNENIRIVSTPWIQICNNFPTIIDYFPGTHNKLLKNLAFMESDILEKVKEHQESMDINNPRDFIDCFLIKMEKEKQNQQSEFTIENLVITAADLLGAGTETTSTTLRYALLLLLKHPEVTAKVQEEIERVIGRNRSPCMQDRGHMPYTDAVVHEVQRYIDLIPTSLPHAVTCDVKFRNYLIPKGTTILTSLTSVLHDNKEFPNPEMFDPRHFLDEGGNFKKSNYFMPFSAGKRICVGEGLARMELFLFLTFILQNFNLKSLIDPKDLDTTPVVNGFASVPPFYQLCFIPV
EphB4 antag – antagonists of human EphB4-ephrin-B2 interaction | actives 0.15% (n = 97,000) | EphB4 LBD / TNYL-RAW-Alexa532 peptide, fluorescence polarization | inhibition, % at 7 µM | P54760;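 active = inhibition above the screen-wide mean inhibition plus 3 SD, cut at about 15% in these data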;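 note: 0% = DMSO wells and 100% = excess unlabeled TNYL-RAW peptide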
CYP2C9 activ – activators of human CYP2C9; P11712; recombinant CYP2C9, luciferin-H conversion, luminescence; hits give high values; factor 1 = untreated enzyme, 0 = blocked; activation factor at 5 µM; actives 1.4% (n = 96,000);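 active = activation factor of 2 or more for CYP2C9 at a 5 µM dose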;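 note: 0 = sulfaphenazole-blocked wells and 1 = vehicle-only wells; values of inactives mirror those of a sister screen read the other way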
PLK1 PBD inh – inhibitors of human Plk1 polo box domain binding; inhibition, %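 (tested at about 20 µM)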; P53350; actives 0.13% (n = 97,000); AID 693; Plk1 PBD phosphopeptide binding, fluorescence polarization; in the data active = inhibition above about 34%, passing the limit was not always enough
Target sequence (P53350 whole entry, looked up, the tested form may be a part): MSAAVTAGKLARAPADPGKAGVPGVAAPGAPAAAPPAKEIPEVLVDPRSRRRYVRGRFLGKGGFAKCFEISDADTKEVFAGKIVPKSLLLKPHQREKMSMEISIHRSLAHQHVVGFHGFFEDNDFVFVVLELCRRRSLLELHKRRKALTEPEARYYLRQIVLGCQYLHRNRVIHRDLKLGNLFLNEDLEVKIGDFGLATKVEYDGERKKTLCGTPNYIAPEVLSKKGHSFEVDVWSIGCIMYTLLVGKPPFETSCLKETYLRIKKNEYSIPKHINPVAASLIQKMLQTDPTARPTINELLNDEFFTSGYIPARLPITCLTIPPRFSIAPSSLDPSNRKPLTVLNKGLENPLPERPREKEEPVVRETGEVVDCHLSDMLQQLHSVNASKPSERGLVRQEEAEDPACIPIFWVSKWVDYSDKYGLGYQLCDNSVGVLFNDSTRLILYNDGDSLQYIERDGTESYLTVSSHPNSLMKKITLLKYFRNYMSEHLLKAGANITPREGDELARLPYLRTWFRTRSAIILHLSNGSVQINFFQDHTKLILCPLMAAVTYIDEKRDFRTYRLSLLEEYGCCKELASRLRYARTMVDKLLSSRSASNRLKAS
PLAP act – activators of human placental alkaline phosphatase; P05187; activation fold at 20 µM; actives 1.2% (n = 96,000); purified PLAP enzyme, luminescent substrate read-out; hits give high values; in the data active = activation fold above about 2
CYP2C9 inhib – human CYP2C9 inhibition | P11712 | CYP2C9 Supersomes, luciferin-H conversion, luminescence | inhibition, % at 5 µM | actives 20% (n = 96,000) | AID 777;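 active = blocking of liver enzyme CYP2C9 beyond about 50% at 5 µM, limit read from the data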; note: values of inactives mirror those of a sister screen read the other way
Rev-RRE block – inhibitors of HIV-1 Rev-RRE RNA interaction; P05866; Rev peptide-RRE RNA binding, FRET; inhibition, % at 8 µM; actives 0.79% (n = 97,000);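 active = inhibition above the screen-wide mean plus 3 SD, cut at about 35% in these data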;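 note: 0% = median DMSO wells and 100% = median Neomycin B control wells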
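Probe or stimulus: fluorescein-Rev peptide as binding partner; assay system: Cy5-tagged RRE RNA duplex with fluorescein-tagged Rev peptide; timing: 5 min compound–RNA preincubation, then 15 min with peptide, 25 °C; medium: HEPES pH 7.5 buffer with KCl, MgCl2, NaCl and EDTA; signal: fluorescein-to-Cy5 FRET, 480 nm excitation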
CYP2C19 inhib – inhibitors of human CYP2C19. P33261. CYP2C19 Supersomes, luciferin-H EGE luminescence, 30 min. inhibition, % at 5 µM. actives 21% (n = 96,000). AID 778;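 active = CYP2C19 inhibition above a set limit at 5 µM in the primary screen, cut at about 50% in these data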;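 note: plate controls were negative control wells for no effect and 2.5 mM tranylcypromine positive control for full effect; values of inactives mirror those of a sister screen read the other way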
PLK1 inh – blocks human PLK1 kinase activity; P53350; recombinant PLK1 kinase, TR-FRET peptide phosphorylation; inhibition, % at 10 µM; actives 0.53% (n = 97,000);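 active = inhibition of 50% or more in the single-concentration screen; inactive = inhibition below 50%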;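 note: 0% = DMSO max control and 100% = H-89 dihydrochloride min control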
Numbers without * were called inactive; / = no result given.

SMILES	CYP2C19 activ	EphB4 antag	CYP2C9 activ	PLK1 PBD inh	PLAP act	CYP2C9 inhib	Rev-RRE block	CYP2C19 inhib	PLK1 inh
C=CCn1c(SCC(=O)NCC2CCCO2)nc2scc(-c3ccco3)c2c1=O (stereo unspecified)	0.2	-3	0.2	-9	1.4	81*	7	78*	-6
COc1ccc(S(=O)(=O)NN=C2CCCCC2)cc1	1	0	0.9	-18	1	7	7	2	-7
CCOC(=O)C1CCN(CCC(=O)Nc2ccccc2)CC1	/	-7	/	-21	/	/	-3	/	-16
O=C(CN(C(=O)c1ccc2c(c1)OCCO2)c1ccccc1)NCC1CCCO1 (stereo unspecified)	0.6	-9	0.3	8	1.3	66*	-2	42	-12
CN(C)C(=O)CSc1nnc([C@H](Cc2c[nH]c3ccccc23)NC(=O)OC(C)(C)C)o1	0.9	/	0.9	/	1.3	13	/	10	/
CCOC(=O)c1ccc(CNC(=O)c2n[nH]c(=O)c3ccccc23)o1	0.8	0	0.6	-23	1.1	40	10	16	-6
CCOC(=O)c1[nH]nc(N)c1NC(=O)c1ccc(Cl)cc1Cl	/	1	/	-9	/	/	1	/	-7
COCCCn1c(SCc2cccc(C(F)(F)F)c2)nc2cc(OC)c(OC)cc2c1=N	0.6	-2	0.2	-30	1.3	82*	11	39	-10
O=C(c1ccco1)N1CCN(C(=O)C2(S(=O)(=O)c3ccc(Cl)cc3)CC2)CC1	1.2	-10	1.2	-7	1.1	-16	1	-18	22
COCc1cc(Sc2ccc(Cl)cc2Cl)nc(-c2ccccc2)n1	1.1	8	1.2	5	0.9	-19	15	-5	-10
CCc1ccc(C=NC23CN4CN(CN(C4)C2)C3)s1	1	-3	1	-37	1.5	2	6	-2	-3
COC(=O)c1ccc(NC(=O)C23CC4CC(C2)CC(n2cnc(Cl)n2)(C4)C3)cc1	/	3	/	25	/	/	11	/	-14
Cc1ccc(C(=O)C2CCNCC2)cc1	1	0	1.1	-17	1	-8	9	-3	2
OC(Cc1nc2ccccc2[nH]1)c1ccccc1Cl (stereo unspecified)	0.5	0	0.8	12	1.1	15	2	49	-1
CN(C)c1ccc(-c2nn3c(-c4ccccc4Cl)nnc3s2)cc1	0.7	1	0.9	2	0.9	13	6	27	1
O=C(Nc1ccccc1N1CCOCC1)c1ccc([N+](=O)[O-])cc1	0.9	0	0.8	-20	1	22	-2	13	-12
Cc1ccc(-c2nnc(-c3ccncc3)n2-c2ccc(C)cc2)cc1	0.6	0	0.8	-19	1	20	3	38	9
Brc1cc2c(cc1/C=N/Nc1nc3ccccc3s1)OCO2	1	-4	0.9	11	0.9	6	11	2	-1
CCC(=O)Nc1ccc(NC(=O)CSc2nnnn2-c2cccnc2)cc1C	1	-2	1	5	0.9	5	0	1	-12
Cc1cccc(N2C(=O)CC(Sc3nc(C)cc(C)n3)C2=O)c1 (stereo unspecified)	0.6	0	0.8	5	1.1	15	-1	40	-19

5 structures from above, ordered by number of heavy atoms, rising.
SMILES	CYP2C19 activ	EphB4 antag	CYP2C9 activ	PLK1 PBD inh	PLAP act	CYP2C9 inhib	Rev-RRE block	CYP2C19 inhib	PLK1 inh
Cc1ccc(C(=O)C2CCNCC2)cc1	1	0	1.1	-17	1	-8	9	-3	2
OC(Cc1nc2ccccc2[nH]1)c1ccccc1Cl (stereo unspecified)	0.5	0	0.8	12	1.1	15	2	49	-1
Cc1cccc(N2C(=O)CC(Sc3nc(C)cc(C)n3)C2=O)c1 (stereo unspecified)	0.6	0	0.8	5	1.1	15	-1	40	-19
CN(C)c1ccc(-c2nn3c(-c4ccccc4Cl)nnc3s2)cc1	0.7	1	0.9	2	0.9	13	6	27	1
COC(=O)c1ccc(NC(=O)C23CC4CC(C2)CC(n2cnc(Cl)n2)(C4)C3)cc1	/	3	/	25	/	/	11	/	-14

Next section
SMILES	CYP2C19 activ	EphB4 antag	CYP2C9 activ	PLK1 PBD inh	PLAP act	CYP2C9 inhib	Rev-RRE block	CYP2C19 inhib	PLK1 inh
COc1ccc(-c2nc(NC(=O)c3ccccc3)sc2-c2ccc([N+](=O)[O-])cc2)cc1	0.8	-3	0.8	-12	0.9	17	26	17	-22
c1csc(C(c2nnnn2C2CCCCC2)N2CCN(c3nc4ccccc4s3)CC2)c1 (stereo unspecified)	/	3	/	3	/	/	7	/	-8
Cc1cc(C)c(C)c(OCC(=O)N2CCCCCC2)c1	0.7	-10	1.4	30	0.9	-39	11	30	-5
Cc1cc(O)c(C=Nc2cccc(Cl)c2)c(=O)o1	0.9	/	0.9	/	0.9	12	/	9	/
O=C(CCOc1ccccc1)N1CCN(S(=O)(=O)c2cccs2)CC1	0.9	-5	0.8	12	0.9	15	1	9	-13
O=C(CN1CCC(NC(=O)c2ccc(F)cc2)CC1)NCc1ccccc1F	1	-3	1	-4	0.9	5	1	2	-3
COc1ccccc1C(=O)Nc1c2c(nn1-c1cccc(C)c1C)CS(=O)C2 (stereo unspecified)	0.6	0	0.7	-14	1.2	26	0	40	-5
Cc1cc(C)n(-c2nnc(C)n2NS(=O)(=O)c2ccc(F)cc2)n1	0.9	8	0.9	-8	1	14	7	7	-7
COc1ccccc1-c1nn2c(C(F)(F)F)nnc2s1	0.8	12	0.8	-9	0.9	16	6	20	-4
CC1=C(c2ccc(C)cc2)S(=O)(=O)N(CC(=O)O)C1=O	1.1	/	0.2	/	1.1	82*	/	-7	/
CCCCn1c(CN2CCN(c3ccc(F)cc3)CC2)nc2c1c(=O)n(C)c(=O)n2C	1	-1	0.8	-29	1.3	16	8	-2	-13
Cc1ccc(C(=O)Cn2ncsc2=N)cc1	1	2	1.1	-7	1	-8	11	4	-7
Cc1ccc(S(=O)(=O)C2(C(=O)N3CCCC(C)C3)CC2)cc1 (stereo unspecified)	0.7	1	1	-4	1.1	-5	6	35	1
CCN1C(=O)c2ccccc2S(=O)(=O)c2ccc(C(=O)N3CCOCC3)cc21	1	-6	0.8	28	1.2	22	0	4	-10
COc1ccc(C2N(c3ccc(Cl)cc3)C(=O)C3CCCN32)cc1 (stereo unspecified)	0.5	4	0.6	-9	1.6	45	10	52*	2
CCN(CC)c1ccc(C=N/C(C#N)=C(\N)C#N)cc1	0.8	-2	0.9	-4	0.9	6	53*	19	7
Cc1ccc(C(=O)OCC(=O)c2ccc(Cl)s2)s1	0.7	-2	0.7	-15	0.8	27	8	31	0
CC1CCN(S(=O)(=O)c2ccc(NC(=O)Cc3ccccc3)cc2)CC1	0.2	3	0.1	-9	1.7	92*	23	78*	-10
Cc1cc(C)nc(/N=C2\NC(=O)CC(C(=O)O)N2CCc2c[nH]c3ccccc23)n1 (stereo unspecified)	0.9	-2	0.9	-3	1.5	7	5	15	-13
COc1ccccc1N1CCc2c(C)nc3c(OC)cccc3c21	1	0	1	-13	1.1	5	-10	3	-7
CCC(C)NC(=O)C1CCN(S(=O)(=O)c2ccc(OC)cc2)CC1 (stereo unspecified)	0.8	4	1.1	-16	0.8	-14	-2	19	-3
Cc1nn(Cc2ccc([N+](=O)[O-])cc2)c(=O)n1N(C)c1ncc(C(F)(F)F)cc1Cl	0.6	-2	1	7	1	3	17	43	-9
CCCCN(CC)CCCNC(=O)c1cc2cc3ccc(OC)cc3nc2o1	1	-5	0.8	10	1.4	18	3	-4	-13
CCOc1cc2[nH]c(=O)n(Cc3ccccc3)c(=O)c2cc1OCC	0.9	-9	1	3	1	1	-6	11	-9
Cc1ccc(O)c(-c2cc(C(F)(F)C(F)F)nc(-c3ccccc3)n2)c1	1.1	0	1	7	1.1	4	9	-5	-9
COc1ccc(N(Cc2cc3ccc(C)cc3[nH]c2=O)C(C)=O)cc1	0.9	1	0.8	-10	1	24	4	10	-16
Cn1c(SCc2nc3ccccc3[nH]2)nnc1-c1cnccn1	0.7	/	0.9	/	1.3	8	/	34	/
Cn1ncc2c(N3CCOCC3)ncnc21	1.1	8	1	-13	1	0	4	-8	-8
COc1ccc(C(=O)C(C)N(C(=O)c2ccc(Cl)cc2Cl)N2C(=O)C3C4C=CC(C4)C3C2=O)cc1 (stereo unspecified)	0.6	1	0.7	14	1.1	28	8	38	-9
Cc1ccc(CCN2C(=O)CCC2(C)C(=O)NCc2cccnc2)cc1 (stereo unspecified)	0.9	-3	0.8	-1	0.9	18	0	11	-10
O=C(O)CC1=C(O)C(=O)N(c2ccccc2)C1c1ccc(Br)cc1 (stereo unspecified)	0.7	6	0.9	11	1.1	6	2	29	-13
CCOc1ccccc1Oc1c(C)oc2cc(OC(=O)N3CCOCC3)ccc2c1=O	1	2	1.1	-22	1.5	-8	5	-4	2
Cc1ccc(C)c(OCC(=O)N/N=C/c2c(C)nn(-c3ccccc3)c2Cl)c1	0.6	-2	0.8	6	1.3	23	2	35	-1
C=CCSc1nnc(CSc2nc3sc4c(c3c(=O)[nH]2)CCCC4)n1-c1ccccc1	0.6	4	0.3	-4	1.5	67*	4	37	-14
Cn1c(=O)cc(OCC(=O)N2CCCc3ccccc32)c2ccccc21	0.9	/	0.8	/	1	20	/	14	/
COc1ccc(N(C(=O)c2cccnc2)S(=O)(=O)c2ccc3c(c2)n(C)c(=O)n3C)cc1	0.4	5	0.1	2	0.9	86*	11	58*	-10
O=C(CN1CCCc2ccccc21)NC(=O)NCc1ccco1	0.3	5	0.5	25	1.1	46	3	69*	-12
O=C(/C=C/Nc1cccc([N+](=O)[O-])c1)c1ccco1	/	-2	/	-1	/	/	-2	/	-8
CCOC(=O)c1csc(NC(=O)CSc2nnc(C3CC3)n2C)n1	1	-1	1	22	1.1	2	5	-2	-22
NC(=O)C1CCN(C(=O)CCSc2ccccc2)CC1	/	3	/	-3	/	/	6	/	-9
Cc1cc(C)n2c3c(c(C#N)c2n1)CCCC3	0.9	3	1	-12	0.8	3	5	8	-14
CCN=C(Nc1ccc2c(c1)OCO2)SC1CC(=O)N(c2ccccc2F)C1=O (stereo unspecified)	0.5	-7	0	-11	1	100*	2	47	-12
CCOc1cc(/C=N/Nc2nc(N3CCCC3)nc(N3CCCC3)n2)ccc1O	/	-3	/	-32	/	/	1	/	-4
N#Cc1ccc(C(=O)Nc2ccc(S(=O)(=O)NC3=NCCCCC3)cc2)cc1	1	-4	1	-15	0.8	-3	3	2	-7
COc1ccc(S(=O)(=O)N(CCCN2CCCC2=O)Cc2cc3cc(C)c(C)cc3[nH]c2=O)cc1	0.8	8	0.3	-2	1.6	68*	8	22	-7
Cc1ccc(Cc2nnc3n(-c4cccc(C)c4)nc(C(=O)c4ccccc4)n3c2=O)cc1	/	-8	/	-3	/	/	5	/	-23
COc1ccc(CNc2cccc(F)c2)cc1Br	0.8	1	1	33	0.9	2	9	25	-2
O=C(COC(=O)c1cc(S(=O)(=O)N2CCOCC2)ccc1O)NCC1CCCO1 (stereo unspecified)	1	-2	0.9	10	1.2	8	7	5	10
CCCOc1ccc(N2C(=O)CC(N3CCC(O)(c4cccc(C(F)(F)F)c4)CC3)C2=O)cc1 (stereo unspecified)	1.1	0	0.7	6	1.3	28	8	-6	-19
CC1=C(C(=O)OCC(C)C)[C@]23C(=O)c4ccccc4[C@@]2(O1)OC(N)=C3C#N	/	-13	/	18	/	/	10	/	-3
(cont.)
SMILES	CYP2C19 activ	EphB4 antag	CYP2C9 activ	PLK1 PBD inh	PLAP act	CYP2C9 inhib	Rev-RRE block	CYP2C19 inhib	PLK1 inh
COc1ccc(C2CC(c3cccs3)=NN2C(=O)CSC2=NN3CCCC(=O)N=C3S2)cc1 (stereo unspecified)	1	-7	0.7	-31	1.4	25	4	3	17
COc1ccc(C2Nc3ccccc3C(=O)N2Cc2ccco2)cc1CN1C(=O)c2ccccc2C1=O (stereo unspecified)	0.3	0	0.2	1	1.3	85*	8	74*	-16
Cn1c(SCC(=O)NC2CCCCC2)nnc1-c1cccc(N)c1	/	-3	/	-14	/	/	3	/	-10
CSCCC1NC(=O)NC1=O (stereo unspecified)	1.1	/	1.2	/	0.9	-15	/	-10	/

Assay outcomes: PubChem BioAssay, several laboratories
